GRIN3A LBD mod = modulates the human NR3A ligand-binding domain; NR3A LBD differential scanning fluorimetry, Tm shift; 0% = protein alone, 100% = glycine-bound protein; Tm shift relative to glycine control, % at 25 µM; 2.5% of 340,000 active; AID 1259313;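 active means melting temperature shift of at least 10% of the positive control shift, at one fixed dose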
SENP6 block = inhibitors of human SENP6 protease; Q9GZR1; Recombinant SENP6 catalytic domain, aminoluciferin luminescence; 1.8% of 330,000 active; inhibition, % at 10 µM;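 active means inhibition above about 50% at the single tested dose, limit read from the data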;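 further: plate controls were DMSO wells with enzyme for no effect and DMSO wells lacking enzyme for full effect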
ATG4B inh = blocks human ATG4B protease cleavage of LC3 substrate | inhibition, % at 8.33 µM | AID 504462 | 0.51% of 340,000 active | ATG4B cleavage of LC3-PLA2, NBD-HPC fluorescence, 1 h | Q9Y4P1; in the data active means inhibition above about 40%
MPTP inh = blocks calcium-induced mitochondrial swelling | isolated mouse mitochondria, Ca2+ swelling absorbance, 30 min | inhibition, % at 10 µM | 1.4% of 360,000 active;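 active means inhibition of 50% or more, scaled per plate between neutral and stimulator controls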;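 further: 0% = DMSO wells given calcium and 100% = 1 mM EGTA wells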
SENP7 inh = blocks the human protease SENP7. Q9BQF6. recombinant SENP7, Z-RLRGG-aminoluciferin luminescence, 40 min. inhibition, % at 5 µM. 1.5% of 330,000 active;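 active means inhibition above about 50% at the single test dose, limit read from the data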;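 further: plate controls were DMSO with enzyme for no effect and no enzyme buffer wells for full effect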
SENP8 block = SENP8 (human) protease inhibition; AID 602440; inhibition, % at 20 µM; 0.64% of 360,000 active; recombinant SENP8, Nedd8 substrate fluorescence; in the data active means inhibition mostly above about 40%, no sharp cut-off; inactive means mostly below about 27%
Target sequence (Q96LD8 whole entry, looked up): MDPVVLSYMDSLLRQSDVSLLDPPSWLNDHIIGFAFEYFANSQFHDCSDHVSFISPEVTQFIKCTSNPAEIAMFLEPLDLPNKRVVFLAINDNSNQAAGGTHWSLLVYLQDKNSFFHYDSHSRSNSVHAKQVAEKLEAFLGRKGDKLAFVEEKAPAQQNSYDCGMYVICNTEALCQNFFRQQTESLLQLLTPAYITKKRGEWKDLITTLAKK
HKDC1 inh = HKDC1 (human) hexokinase inhibition; recombinant HKDC1, G6PDH/diaphorase resazurin coupled fluorescence; 0.16% of 340,000 active; AID 493160; Q2TB90; inhibition, % at 20 µM;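 active means inhibition above about 35% when tested at 20 µM, limit read from the data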;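 further: plate controls were DMSO wells with enzyme for no effect and DMSO wells lacking enzyme for full effect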
Target sequence (Q2TB90 whole entry, looked up): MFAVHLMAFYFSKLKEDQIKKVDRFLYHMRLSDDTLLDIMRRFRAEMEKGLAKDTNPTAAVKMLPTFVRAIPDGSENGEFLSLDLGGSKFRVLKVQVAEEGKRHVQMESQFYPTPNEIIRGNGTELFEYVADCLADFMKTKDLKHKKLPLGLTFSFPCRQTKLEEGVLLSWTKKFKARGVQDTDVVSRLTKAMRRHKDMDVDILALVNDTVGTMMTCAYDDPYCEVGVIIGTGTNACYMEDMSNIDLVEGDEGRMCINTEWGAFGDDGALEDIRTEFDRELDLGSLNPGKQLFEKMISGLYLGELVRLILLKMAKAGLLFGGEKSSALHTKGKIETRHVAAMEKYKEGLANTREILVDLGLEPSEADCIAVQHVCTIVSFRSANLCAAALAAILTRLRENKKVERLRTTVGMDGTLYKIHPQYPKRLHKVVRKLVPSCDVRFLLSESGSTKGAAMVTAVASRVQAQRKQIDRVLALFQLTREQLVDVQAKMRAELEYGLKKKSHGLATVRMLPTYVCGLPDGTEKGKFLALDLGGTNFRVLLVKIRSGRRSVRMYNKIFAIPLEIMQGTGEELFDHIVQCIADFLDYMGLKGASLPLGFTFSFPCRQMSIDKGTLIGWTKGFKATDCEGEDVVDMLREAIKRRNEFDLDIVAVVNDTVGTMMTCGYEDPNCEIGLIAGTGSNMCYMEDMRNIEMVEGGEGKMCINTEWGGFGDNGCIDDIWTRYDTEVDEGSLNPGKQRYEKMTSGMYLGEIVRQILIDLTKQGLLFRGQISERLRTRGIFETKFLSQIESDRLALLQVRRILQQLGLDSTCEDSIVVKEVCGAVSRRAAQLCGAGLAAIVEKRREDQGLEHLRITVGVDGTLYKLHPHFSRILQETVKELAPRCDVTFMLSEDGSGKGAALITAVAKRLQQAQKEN
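Assay system: in-house recombinant HK5 (HKDC1) enzyme. Input: HKDC1 at 5 µg/mL. Medium: Tris pH 8.0 buffer with MgCl2, Tween-20, BSA, BME. Dosing: single 20 µM dose. Schedule: 90 min reaction incubation at room temperature, dark. Signal: resazurin-to-resorufin fluorescence via G6PDH and diaphorase coupling, 525/613 nm. Controls: DMSO-enzyme wells negative, buffer-substituted wells positive.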
PfGluPho inh = PfG6PD (Plasmodium falciparum) enzyme inhibition; PfGluPho enzyme, NADPH resazurin-diaphorase fluorescence; inhibition, % at 20 µM; 0.78% of 350,000 active; AID 504690;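 active means inhibition reaching at least a set limit at 20 µM in the primary screen, cut at about 59% in these data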;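 further: 0% = DMSO wells with substrate and 100% = DMSO wells lacking glucose-6-phosphate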
* marks the source's active call; other numbers are inactive results; x = not tested or not shown.

nr	SMILES	MPTP inh	HKDC1 inh	SENP6 block	PfGluPho inh	ATG4B inh	GRIN3A LBD mod	SENP7 inh	SENP8 block
1	CCC(=O)N1c2ccc(S(=O)(=O)N3CCN(c4ccccc4Cl)CC3)cc2CC1C (stereo unspecified)	-0.5	-1	6	-5	26	1	-2	13
2	CC(c1nc2ccccc2c(=O)[nH]1)N(C)c1ccc2ccccc2c1 (stereo unspecified)	0.1	0	4	11	15	-3	-3	-159
3	O=C(Cc1ccc(Br)cc1)NC1CCN(Cc2ccccc2)CC1	-1.5	-4	0	-5	-4	-1	1	9
4	COc1cc([N+](=O)[O-])c(N2CCOCC2)c([N+](=O)[O-])c1OC	0.8	-5	-10	0	0	3	-9	24
5	O=C(COc1cccc(F)c1)N1c2ccccc2Sc2ccccc21	2.3	8	8	43	10	-16	-3	-5
6	Cc1ccc(NS(=O)(=O)c2ccc(Cl)c(N=Nc3c(O)[nH]c(=O)[nH]c3=O)c2)cc1Cl	0.2	8	-9	-9	-1	11*	9	16
7	O=C(NC1CCCCC1)c1cc(-c2ccc(F)cc2)on1	0.2	-6	7	-15	2	-3	-13	4
8	O=C(Nc1ccc(C(=O)O)cc1)/C(=C\c1ccco1)NC(=O)c1ccc(Br)o1	-0.6	-3	-15	23	12	0	-2	1

(continued)
nr	SMILES	MPTP inh	HKDC1 inh	SENP6 block	PfGluPho inh	ATG4B inh	GRIN3A LBD mod	SENP7 inh	SENP8 block
9	O=C(CSc1nnc(-c2ccncc2)n1-c1ccc(F)cc1)NNC(=O)c1cccc(O)c1	0.3	-10	-13	3	-5	-12	-2	8
10	NC1=NOC(=O)C1C1CCCCC1 (stereo unspecified)	-2.6	-4	x	11	2	3	x	8
11	Cc1ccccc1-n1c(SCC(=O)N2CCOCC2)nc(O)cc1=O	-1.2	-12	11	-9	-2	-2	1	5
12	Fc1cccc(-c2cc3nc4c(c(N5CCOCC5)n3n2)CCCC4)c1	1.1	-2	-1	14	9	-18	5	-172
13	CN(C)C(=O)c1cc(C(=O)c2ccccc2F)c[nH]1	-1.3	-1	-1	-3	4	0	-2	17
14	COc1cc(NC(=O)C2CC2)c(OC)cc1NC(=O)c1ccco1	1.6	-3	2	1	-6	0	7	-6
15	O=C(O)c1ccc(N/N=C/c2ccc(-c3cc(Cl)ccc3Cl)o2)cc1	5.5	-3	76*	-7	12	-6	-5	-452
16	NC(=O)CSc1nnc(-c2ccc(S(=O)(=O)N3CCOCC3)cc2)n1CC1CCCO1 (stereo unspecified)	2.7	-5	-9	3	-5	0	-9	14

New compounds follow:
nr	SMILES	MPTP inh	HKDC1 inh	SENP6 block	PfGluPho inh	ATG4B inh	GRIN3A LBD mod	SENP7 inh	SENP8 block
17	Fc1ccc(Sc2ccccc2CNC2=NCCN2)cc1	-1.2	-2	0	4	8	1	8	12
18	COc1ccc(C(=O)N/N=C\c2coc3ccccc3c2=O)cc1	1.6	7	-20	-8	18	-1	5	-2
19	COc1ccc2nc(NC(=O)C3CCCN(S(=O)(=O)c4cccc5nonc45)C3)sc2c1 (stereo unspecified)	1.2	0	2	-12	-16	-4	-2	-5
20	CNC[C@H](Cc1ccccc1)NC[C@@H](Cc1cccc2ccccc12)NCCc1ccc(C)cc1	9.9	4	-24	-2	-1	-5	-2	24
21	CC(=O)c1nn(-c2cccc(Br)c2)cc1C(=O)c1ccco1	0.3	-2	-3	4	-9	0	-9	4
22	CCOC(=O)NC(Nc1ccc(C)cn1)(C(F)(F)F)C(F)(F)F	-0.8	-4	-13	16	2	-13	0	-11
23	O=C1C2CCCN2C(c2ccco2)N1c1ccc(F)cc1 (stereo unspecified)	0.9	-1	8	13	0	0	13	9
24	CC1COc2ccccc2N1C(=O)c1ccc(F)cc1 (stereo unspecified)	1.1	-8	-15	-8	-5	2	-4	10

(further entries)
nr	SMILES	MPTP inh	HKDC1 inh	SENP6 block	PfGluPho inh	ATG4B inh	GRIN3A LBD mod	SENP7 inh	SENP8 block
25	CC1Cc2ccccc2N1C(=O)COC(=O)C1(c2ccccc2F)CCCC1 (stereo unspecified)	-0.7	-2	3	13	7	-5	2	12
26	COc1ccccc1C(=O)NNC(=O)CCCN1C(=O)/C(=C/c2cccs2)SC1=S	3.2	0	-5	3	-8	-2	10	30
27	COc1ccc(Cc2nnc(SCC(=O)N3CCCCC3)o2)cc1	-0.1	0	-1	5	-11	-1	7	0
28	c1ccc(CCn2c(SCc3ccccc3)nnc2-c2ccncc2)cc1	-1.2	-1	2	1	-12	-1	-4	26
29	N#C/C(=C\c1ccco1)C(=O)Nc1ccc(S(N)(=O)=O)cc1	2.5	0	-20	-9	4	2	-3	14
30	C/C(=N\NC(=O)c1ccn(C)n1)c1cccc(NC(=O)c2ccncc2)c1	3.0	-7	-9	-6	-6	0	-2	10
31	Cn1c(=O)n(C)c2cc(NC(=O)c3ccc(F)cc3)c(Br)cc21	2.6	-5	-1	-1	0	0	-11	14
32	Cc1cnc(NC(=O)C2CCC(C(C)(C)C)CC2)s1 (stereo unspecified)	-0.5	-2	-2	-6	3	2	3	11

Next section.
nr	SMILES	MPTP inh	HKDC1 inh	SENP6 block	PfGluPho inh	ATG4B inh	GRIN3A LBD mod	SENP7 inh	SENP8 block
33	C=CCC[C@H](Cc1ccc(F)cc1)C(=O)OC[C@H](Cc1c[nH]c2ccccc12)NC(=O)[C@@H](CC=C)CC(=O)NCCO	-0.3	5	-11	35	-10	-18	-9	14
34	CCOC(=O)CSc1nc(C)cc(C)n1	0.7	-3	7	-5	-3	2	0	25
35	CC1CCc2c(nc3ncnn3c2N2CC(C)OC(C)C2)C1 (stereo unspecified)	1.1	-2	-16	-14	4	0	-4	26
36	O=C(/C=C/Nc1ccc(S(=O)(=O)Nc2ncccn2)cc1)c1ccc2ccccc2c1	2.2	-6	-6	1	-7	1	2	-434
37	N#Cc1c(-c2ccccc2)c(C#N)c2nc3ccccc3n2c1N	20	-1	-11	-3	-10	-3	0	-297
38	Cc1ccc(C(=O)COc2nc(C)nc3ccccc23)cc1	-0.5	4	15	15	-6	-1	2	12
39	CCOC(=O)C(Sc1n[nH]c(N)n1)c1ccccc1 (stereo unspecified)	1.5	4	15	1	8	-2	6	22
40	COc1ccc(Cl)cc1S(=O)(=O)N(C)CC(=O)NCc1ccccn1	1.7	-5	22	-7	-2	0	3	7

Next section:
nr	SMILES	MPTP inh	HKDC1 inh	SENP6 block	PfGluPho inh	ATG4B inh	GRIN3A LBD mod	SENP7 inh	SENP8 block
41	CCc1ccc(NS(=O)(=O)c2c(C)nc3sc(CC)nn3c2=O)cc1	0.1	-1	1	-1	-13	0	-8	9
42	CSc1ccc(/C=N/n2c(C)cc(C)cc2=O)cc1	-6.2	-6	29	4	2	-2	18	8
43	CCOC(=O)C1=C(C)N=C2SC(C)C(=O)N2C1c1ccc(C(=O)OC)cc1 (stereo unspecified)	-1.4	-4	-6	-2	-9	-3	-3	19
44	CC12CCC(C(=O)NNc3ccccc3)(OC1=O)C2(C)C (stereo unspecified)	-0.5	10	39	-5	13	-3	11	15
45	CCN(CC)c1ccc(/C=N/N2CCN(c3ccccn3)CC2)cc1	3.4	-4	-17	0	-5	0	5	19
46	CCCOc1ccc(-c2nc(N3CCN(C)CC3)c3ccccc3n2)cc1	1.8	1	4	11	6	0	8	-12
47	O=C(CNC(=O)c1ccc(Br)cc1)N/N=C/c1cccnc1	0.4	-3	3	-20	-3	1	-2	-12
48	O=c1[nH][nH]c(-c2ccccc2)c1C=Nc1ccc(Cl)cc1	1.5	3	5	1	-4	3	-8	36

(list continues)
nr	SMILES	MPTP inh	HKDC1 inh	SENP6 block	PfGluPho inh	ATG4B inh	GRIN3A LBD mod	SENP7 inh	SENP8 block
49	Cc1cn([C@H]2C[C@H](O)[C@@H](CCC(=O)NC(c3ccccc3)c3ccccc3)O2)c(=O)[nH]c1=O	-0.2	-5	x	9	-1	1	x	3
50	c1ccc(-c2csc(NC3=NCCCCC3)n2)cc1	0.6	-11	-33	-6	-4	-2	-8	15
51	COc1ccccc1N(C)S(=O)(=O)c1ccc(C(=O)NC2CCCCC2)cc1	-0.3	-4	-19	5	-9	-1	1	7
52	FC(F)(F)c1nnc2ccc(N3CCCCC3)nn12	2.3	-6	-14	-8	-8	-2	-4	2
53	CN1CCN(CC(O)(c2ccc(Cl)cc2)c2ccc(Cl)cc2)CC1	6.6	-5	-13	5	-9	-3	-8	3
54	COc1ccccc1CNC(=O)COC(=O)c1cccs1	-0.4	-2	5	9	0	1	-1	1
55	CCn1c(SCC(=O)Nc2ccc(OC)cc2)nc2nc3c(cc2c1=O)COC(C)(C)C3	1.5	-2	-3	9	-1	1	15	7
56	COc1cccc(C(=O)c2c[nH]c(C(=O)NCCCN3CCOCC3)c2)c1	-3.3	-5	-13	-17	-5	-1	6	-4

The list goes on:
nr	SMILES	MPTP inh	HKDC1 inh	SENP6 block	PfGluPho inh	ATG4B inh	GRIN3A LBD mod	SENP7 inh	SENP8 block
57	CCc1ccc(NC(=O)CS(=O)CC(=O)Nc2ccc(-n3cnnn3)c(C)c2)cc1 (stereo unspecified)	-0.7	-9	-6	-13	-6	-16	-2	18
58	CNC(=O)C1CC(=O)N(CCc2ccc(OC)cc2)C(=Nc2ccc(OC)cc2)S1 (stereo unspecified)	0.1	5	-12	14	-23	6	-4	-2
59	Cc1ccccc1NC(=O)C(=O)NCCCN1CCCC1=O	0.6	5	-18	3	-1	2	-11	12
60	CCOC(=O)CNC(=O)CN1C(=O)CCS(=O)(=O)c2ccccc21	0.7	-20	-15	-13	-2	0	-8	10
61	Cc1ccccc1NC(=O)CSCc1nc(N)nc(Nc2ccccc2C)n1	-0.7	-3	3	-12	-2	0	1	2
62	O=C(NCc1ccccc1)c1cccc(NC(=O)C2CCCCC2)c1	0.0	-5	x	14	-2	2	x	8
63	O=CN1CCN(C(=S)Nc2ccc(OC(F)F)cc2)CC1	-0.6	-4	2	3	-4	0	2	28
64	O=C(NCCCn1ccnc1)c1cc(-c2cccs2)on1	-0.7	-7	-13	19	0	1	1	17

The results go on.
nr	SMILES	MPTP inh	HKDC1 inh	SENP6 block	PfGluPho inh	ATG4B inh	GRIN3A LBD mod	SENP7 inh	SENP8 block
65	COc1ccccc1NC(=O)N(Cc1ccco1)Cc1cc2c(C)ccc(C)c2[nH]c1=O	-2.7	-9	x	-8	-8	-2	x	27
66	CCS(=O)(=O)Nc1cccc(C2=NN(S(=O)(=O)c3ccc(F)cc3)C(c3cccs3)C2)c1 (stereo unspecified)	2.6	9	9	-20	-12	-1	7	14
67	O=C(c1cc2cc(Cl)ccc2[nH]1)N1CCCCC1	0.9	2	0	-13	1	1	1	29
68	C=CCN1C(=O)/C(=c2\sc3nc(=O)c(Cc4ccccc4)nn3c2=O)c2ccccc21	2.2	10	-4	50	-25	2	-1	8
69	Cc1cccc(NC(=S)NCC23C=CC(O2)C2C(=O)N(c4ccc(Cl)cc4)C(=O)C23)c1 (stereo unspecified)	7.3	-4	-16	-2	5	12*	-12	2
70	O=C(c1nc(SCc2ccc([N+](=O)[O-])cc2)n2ccccc12)C(F)(F)F	3.0	0	7	23	2	-2	-6	3
71	COc1cccc(-n2ccnc2SCC(=O)N2CCc3ccccc32)c1	-1.0	-6	-9	1	7	0	-4	12
72	O=C(c1cccs1)N1CCCC(c2ccccc2)C1 (stereo unspecified)	-0.9	-1	-6	-13	-3	-5	3	18

Further compounds follow:
nr	SMILES	MPTP inh	HKDC1 inh	SENP6 block	PfGluPho inh	ATG4B inh	GRIN3A LBD mod	SENP7 inh	SENP8 block
73	Cc1nnc(NC(=O)CN2CCN(Cc3c(Cl)cccc3Cl)CC2)s1	0.8	-8	5	4	0	1	0	12
74	O=C(CCc1ccccc1)NNC(=O)COc1ccc([N+](=O)[O-])cc1	-3.2	1	3	-15	-9	0	-6	14
75	Cc1nc2sc(C(c3cccc(F)c3)N3CCN(C(=O)c4ccco4)CC3)c(O)n2n1 (stereo unspecified)	-2.1	2	-16	-10	-8	0	-7	18
76	COc1ccccc1N1CCN(C(=O)c2ccco2)CC1	-0.8	3	14	-24	3	1	-1	2
77	CCOCCCN1C(=O)C(=O)N(CC(=O)N2c3ccccc3NC(=O)CC2C)C1=O (stereo unspecified)	0.7	-2	-4	-10	-5	0	2	24

Compound activity: PubChem BioAssay, Sanford-Burnham Center for Chemical Genomics
